Screens: PubChem BioAssay, ICCB-Longwood Screening Facility, Harvard Medical School
Polio RdRp inh: poliovirus RNA polymerase inhibition; P03300; poliovirus polymerase elongation, fluorescence polarization; active compounds read low; % elongation, % (compound at 16.7 µg/mL); 150,000 tested, 0.66% active; AID 588519; in the data active = % elongation below about 90%; note: some results filed as inactive read as strong as hits
Target sequence (P03300 1749-2209 limits assumed): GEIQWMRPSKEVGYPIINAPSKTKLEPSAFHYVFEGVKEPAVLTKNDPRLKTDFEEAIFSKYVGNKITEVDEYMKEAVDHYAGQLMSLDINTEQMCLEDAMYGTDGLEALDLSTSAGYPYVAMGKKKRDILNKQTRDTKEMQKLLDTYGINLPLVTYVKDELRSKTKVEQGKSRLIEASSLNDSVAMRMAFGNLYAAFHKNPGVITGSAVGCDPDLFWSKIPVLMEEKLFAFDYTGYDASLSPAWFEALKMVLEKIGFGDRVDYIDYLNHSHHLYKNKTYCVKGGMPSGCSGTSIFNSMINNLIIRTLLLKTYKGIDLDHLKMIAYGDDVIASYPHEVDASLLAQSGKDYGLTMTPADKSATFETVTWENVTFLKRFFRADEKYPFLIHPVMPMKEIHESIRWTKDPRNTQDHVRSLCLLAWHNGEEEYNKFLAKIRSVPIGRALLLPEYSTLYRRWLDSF
Polio RdRp inh FP z-score: second read-out of Polio RdRp inh, no call of its own (marks repeat the call); z-score; measured here: FP z-score; hits read low
Numbers without * were called inactive; & = joins results of further samples.

SMILES	Polio RdRp inh	Polio RdRp inh FP z-score
O=C(COC(=O)/C=C/c1cccs1)Nc1nc2ccccc2s1	105	0.2
CN(C(=O)c1cccc(NC(=O)[C@H]2[C@@H]3C[C@@H]4[C@H]2C(=O)O[C@@H]4C3)c1)c1ccccc1	103	0.3
Cc1ccc(-n2c(SCC(=O)Nc3c(C)cccc3C)nc(O)c(C)c2=O)cc1	111	0.9
CCOC(=O)c1c2c3c(c(Cl)ccc3[nH]c1=O)C(=O)c1ccccc1-2	99	-0.6
O=C(CN1C(=O)CCc2ccccc21)NC1CCCCC1	101	0.1
CCCS(=O)(=O)c1ncc(Cl)c(C(=O)N2CCN(c3ccc(OC)cc3)CC2)n1	103	0
CN(C)C(=O)c1cccc2c1-c1ccccc1C2	101	0
CCOc1ccc(Nc2nc3c(S(=O)(=O)c4ccc(C(C)C)cc4)nnn3c3ccsc23)cc1	101	-0.7
Cc1ccc(S(=O)(=O)c2nc(N3CCN(c4ccccc4)CC3)sc2Cl)cc1	98	-0.9
CCN(CC)C(=O)NCC1CCCO1 (stereo unspecified)	99	-0.9
COC(=O)Cc1c(C)nc2nc(-c3ccc(C)cc3)[nH]n2c1=O	115	0
CCCCOc1ccc(C(=O)OC(C)CN(C)C)cc1 (stereo unspecified)	100	-0.1
CCCCCCCc1nc2c(=O)[nH]c3ccccc3c2o1	102	0.5
O=C(NCc1ccccc1)c1ccc(CN2CC(=O)N3CCCCC3C2=O)cc1 (stereo unspecified)	103	0.5
CCOC(=O)N1CCN(C(=O)c2cnn(-c3cccc(F)c3)c2-n2cccc2)CC1	107	0.1
O=C(c1ccno1)n1nccc1-c1cc(-c2ccccc2)no1	103	-0.2
Cc1ccc(CNC(=O)C2CCN(S(=O)(=O)c3ccc4c(c3)oc(=O)n4C)CC2)cc1	108	0.2
COc1cc2c(cc1OC)C(COc1ccc(F)cc1)N(C(=O)Cc1ccccc1)CC2 (stereo unspecified)	107	0
CC1CCCN(C(=O)c2cc3ccccc3oc2=O)C1 (stereo unspecified)	103	-0.1
FC(F)(F)C1=Nc2ccccc2N(c2ccc(Cl)c(Cl)c2)C1	105	0.4
Cc1ccc2oc(=O)c3cnn(CC(=O)Nc4cccc(C(F)(F)F)c4)c3c2c1	106	0.1
CCOc1ccc(OCC(=O)OC(C)C(=O)Nc2ncc(Cl)cc2Cl)cc1 (stereo unspecified)	106	0.3
CCCC(C)NC1=NCCCCC1 (stereo unspecified)	101	-0.7
c1ccc2sc(N3CN(CCN4CCOCC4)CN(c4nc5ccccc5s4)C3)nc2c1	100	-0.2
COc1cccc(NC(=O)CCN2CC(C)CC(C)C2)c1 (stereo unspecified)	100	-0.7

Entries of single compounds as entered above:
COc1cc2c(cc1OC)C(COc1ccc(F)cc1)N(C(=O)Cc1ccccc1)CC2 (stereo unspecified) reads Polio RdRp inh: 107; Polio RdRp inh FP z-score: 0
Cc1ccc(CNC(=O)C2CCN(S(=O)(=O)c3ccc4c(c3)oc(=O)n4C)CC2)cc1 reads Polio RdRp inh: 108; Polio RdRp inh FP z-score: 0.2
COC(=O)Cc1c(C)nc2nc(-c3ccc(C)cc3)[nH]n2c1=O reads Polio RdRp inh: 115; Polio RdRp inh FP z-score: 0

Quoted at random: four records from the list
SMILES	Polio RdRp inh	Polio RdRp inh FP z-score
CC1CCCN(C(=O)c2cc3ccccc3oc2=O)C1 (stereo unspecified)	103	-0.1
c1ccc2sc(N3CN(CCN4CCOCC4)CN(c4nc5ccccc5s4)C3)nc2c1	100	-0.2
CCOc1ccc(OCC(=O)OC(C)C(=O)Nc2ncc(Cl)cc2Cl)cc1 (stereo unspecified)	106	0.3
CN(C(=O)c1cccc(NC(=O)[C@H]2[C@@H]3C[C@@H]4[C@H]2C(=O)O[C@@H]4C3)c1)c1ccccc1	103	0.3

Additional compounds follow:
SMILES	Polio RdRp inh	Polio RdRp inh FP z-score
COc1ccc(OCCSc2ncn[nH]2)cc1	102	-0.1
CCc1ccc(N=C2NC(=O)/C(=C/c3cc(C)n(CC)c3C)S2)cc1	102	0.3
COc1ccc(C(=O)CSc2ncccn2)c(OC)c1	99	-0.4
CC(=O)Nc1ccc(NC(=O)/C=N/O)cc1	99	-0.6
O=C(Nc1ccccc1)Nn1cnnc1	100	0
CC(C)(C)OC(=O)N/N=C\c1cccnc1	100	-0.3
Cc1ccccc1Cn1c(=O)n(Cc2ccco2)c(=O)c2ccc(C(=O)NCCc3ccccc3)cc21	100	-0.6
CC(=O)c1ccc(NC(=O)COCc2cc(-c3ccc(F)cc3)on2)cc1	110	0.5
O=C(NC1CC(=O)N(c2cccc(F)c2)C1)C1CC1 (stereo unspecified)	102	-1
N#CCCn1nc(-c2ccccc2)cc1Nc1ccccc1N	108	0.5
Cc1ccc(S(=O)(=O)NCc2nc3nc(C)cc(C)n3n2)cc1	107	0.2
Cc1cc(C(=O)NNCc2ccccc2)no1	101	0.2
COc1cc(NC(=O)COCc2cc(-c3ccc4c(c3)OCO4)on2)cc(OC)c1	124	4
CCc1ccccc1Nc1nn2c(=O)c3ccc(C(=O)NCc4ccccc4OC)cc3nc2s1	104	-0.5
O=C(OCCN1CCOCC1)c1sc2ccccc2c1Cl	100	-0.4
O=C(CN(CCO)CCO)N(C1CCCCC1)C1CCCCC1	102	-0.2
Cc1cc(C)n(CCC(=O)NCCN2CCN(c3cc(Cl)ccc3C)CC2)n1	102	0.6
Clc1ccc(COC(Cn2ccnc2)c2ccc(Cl)cc2Cl)cc1 (stereo unspecified)	100&100	0.2&0.1
COc1ccccc1N1CCN(C(=O)Cn2c(=O)n3nc(-c4ccc(C)cc4)nc3c3ccccc32)CC1	112	1.1
CC(=O)OCc1cn2ccccc2n1	102	0.6
Cc1c(C(=O)NCc2ccc(N(C)C)cc2)oc2c1-c1nn(Cc3cccc(Cl)c3)cc1CC2	106	-0.2
Cc1nnc2c(N3CCCC3)nc3ccccc3n12	99	-0.9
CCC(Sc1nncn2c1cc1oc(C)cc12)C(=O)Nc1ccc(F)cc1 (stereo unspecified)	111	0.7
CC(=O)n1nc(-c2cccnc2)nc1NCc1ccc(F)cc1	100	-1.5
CCN(CC)c1ccc(/C=C/C#N)cc1	102	0.1

Additional structures
SMILES	Polio RdRp inh	Polio RdRp inh FP z-score
O=C(COC(=O)c1ccc(S(=O)(=O)C(F)F)cc1)c1ccc2c(c1)OCCO2	97	0
N#CCCn1cc(C=C(C#N)C#N)c(-c2ccccc2)n1	98	-0.2
Nc1ccccc1Sc1c(Cl)cncc1Cl	101	-0.1
O=C(Cn1nnc2ccccc21)Nc1cc(C(F)(F)F)ccc1Cl	100	-0.9
O=C(NCc1ccc2c(c1)CCN2C(=O)c1ccccc1)c1ccco1	107	0
COc1ccc(/C=N/c2n[nH]c(N)n2)cc1	104	0.6
O=C(C1CCCO1)N1CCNCC1 (stereo unspecified)	97	-0.4
Cc1ccc(Cn2c(=O)n(-c3ccc(C)c(C)c3)c(=O)c3c(C)c(C)sc32)cc1	107	0.6
Cn1c(=O)n(C/C=C/c2ccccc2)c(=O)c2c1nc1n2CCN1c1ccc(Cl)cc1	109	0.7
S=C1NCN(CCc2ccccn2)CN1	99	-0.6
Clc1ccccc1CNC12CN3CN(CN(C3)C1)C2	101	-0.3
Cc1ccc(NC(=O)CN2C(=O)COc3ccc(S(=O)(=O)N4CCCCC4)cc32)cc1N(C)C	121	0.6
Cc1nn(-c2ccccc2)c(Cl)c1C(=O)OCC(N)=O	103	0
Cc1nc2ccccn2c1C(=O)OCC#N	103	0.2
O=S(=O)(NC1c2ccccc2Oc2ccccc21)c1ccc2ccccc2c1	106	0.3
CC(C)N(C(=O)c1cnc2n(c1=O)CCS2)C(C)C	100	-0.1
O=C(CN(C(=O)c1ccc(Cl)nc1)c1ccccc1)NCC1CCCO1 (stereo unspecified)	102	-0.1
O=C(NC1CCCc2ccccc21)c1ccc2c(c1)sc1nc(-c3ccccc3)cn12 (stereo unspecified)	110	0.8
O=C(C1CC1)N1c2ccccc2Sc2ccccc21	102	0.1
O=C(OCc1nc2ccccc2s1)c1ccc(S(=O)(=O)N2CCCC2)cc1	106	0.4
O=C(NC1CCCCCC1)c1cccc2c1C(=O)N(C1CCCCC1)C2	101	-0.4
O=C(O)CN(CCN(CC(=O)O)CC(=O)O)CCN(CC(=O)O)CC(=O)O	101	0.2
Cc1ccc(Nc2nc(Cl)nc(N(C)C#N)n2)cc1	103	0.5
CN(C)CCCNc1nn2c(=O)c3ccccc3nc2c2ccccc12	82*	-2.7*
CCOC(=O)c1cccc(NC(=O)c2ccc3c(c2)C(=O)N(Cc2ccco2)C3=O)c1	104	1.1

Individual results from the entries so far:
Polio RdRp inh result of CN(C)CCCNc1nn2c(=O)c3ccccc3nc2c2ccccc12 : 82*
Polio RdRp inh FP z-score result of O=C(C1CCCO1)N1CCNCC1 (stereo unspecified) : -0.4
Polio RdRp inh FP z-score result of S=C1NCN(CCc2ccccn2)CN1 : -0.6
Polio RdRp inh FP z-score result of Cc1ccc(Nc2nc(Cl)nc(N(C)C#N)n2)cc1 : 0.5

Continued:
SMILES	Polio RdRp inh	Polio RdRp inh FP z-score
O=C(O)CSCCc1ccccn1	102	0.3
O=C(Nc1ccccc1N1CCOCC1)c1cccc(N2C(=O)c3ccccc3C2=O)c1	103	-0.2
O=C(COc1ccc(F)cc1)Nc1nnc(S(=O)(=O)N2CCc3ccccc32)s1	104	-1.1
CCCCCCc1cc2cc(-c3nnc(-c4ccc(C)cc4)o3)c(=O)oc2cc1O	120	2.3
O=C(NC1CCCC1)N(Cc1ccc2c(c1)OCO2)C1CCN(Cc2ccccc2)CC1	106	1.8
CC(=O)Nc1ccc(N=Nc2ccc(O)cc2)cc1	105	0.2
CC(c1cccnc1)N(C(=O)Nc1ccccc1)C1CCCCC1 (stereo unspecified)	101	-0.6
COc1c(Cl)ccc(Cl)c1C(=O)NC(=S)N1CCOCC1	97	-1.3
CC(=NCCN1CCNCC1)C1=C(O)CC(C)(C)CC1=O	101	-0.1
CCc1cccc(NC(=O)CC2Oc3ccc(C)cc3NC2=O)c1 (stereo unspecified)	100	-1.5
COc1ccc2c(c1)c(=O)oc1cc(OC(C)C)ccc12	97	-1.1
Cc1cc(NC(=O)C2CC(=O)OC2c2ccccc2)no1 (stereo unspecified)	98	-1
CCCCCn1c(=O)[nH]c2cc(C(=O)NC3CCC(C)CC3)ccc2c1=O (stereo unspecified)	100	0
CCOC(=O)Cn1c(-c2ccco2)nc(-c2ccccc2)c1-c1ccccc1	102	0.1
CCc1c(C)c2ccc(O)c(CN3CCN(c4ccccc4)CC3)c2oc1=O	113	1.2
C=CCn1c(N2CCOCC2)nc2ccccc21	100	-0.3
CCC(=O)N1CCc2cc(Br)cc(S(=O)(=O)CCC(=O)NCc3ccc(C)cc3)c21	101	-1.3
CNC(=O)c1sc(NCc2ccco2)nc1C	77*	-4.2*
CCN(CC)S(=O)(=O)c1nnc(NC(=O)c2ccccc2Cl)s1	105	-0.7
CC[N+](CC)=c1scc(-c2ccc(Cl)cc2)s1	102	-0.2
CN(NC(=S)Nc1ccccc1)c1ccc(Cl)cc1	109	0.8
N#Cc1ccc(CSCC(=O)NN=C2CCCC2)cc1	104	1
O=S(=O)(/C=C/c1ccccc1)NC1CCCCC1	103	0
NC(N)=N/N=C/c1ccco1	102	0.1
c1ccc(-c2nn3c(C4COc5ccccc5O4)nnc3s2)nc1 (stereo unspecified)	92	-1.8

In the list so far, these have an aryl thioether with sulfur outside any ring.
SMILES	Polio RdRp inh	Polio RdRp inh FP z-score
Cc1ccc(-n2c(SCC(=O)Nc3c(C)cccc3C)nc(O)c(C)c2=O)cc1	111	0.9
COc1ccc(OCCSc2ncn[nH]2)cc1	102	-0.1
COc1ccc(C(=O)CSc2ncccn2)c(OC)c1	99	-0.4
CCC(Sc1nncn2c1cc1oc(C)cc12)C(=O)Nc1ccc(F)cc1 (stereo unspecified)	111	0.7
Nc1ccccc1Sc1c(Cl)cncc1Cl	101	-0.1

(continued)
SMILES	Polio RdRp inh	Polio RdRp inh FP z-score
COc1ccc2c(c1)C(=NN)c1cc(OC)ccc1-2	101	-0.4
Cc1ccc(CNC(=O)Cn2ccn(Cc3ccccc3)c(=O)c2=O)cc1	107	1.8
CCCNc1ccc(-c2nc(-c3ccccn3)no2)cc1[N+](=O)[O-]	107	-0.2
CCOc1ccc(CCNC(=O)c2nnc(CS(=O)(=O)c3ccccc3)o2)cc1OCC	106	0.7
Cc1ccc(C)c(NC(=O)c2cc(S(=O)(=O)N3CCCCCC3)ccc2F)c1	110	0.5
c1ccc(CCNc2nc3ccccc3s2)cc1	100	-0.1
CC(C)NC(=O)N1CC2CCCN2c2ccccc21 (stereo unspecified)	97	-1.6
O=C(CCc1nc2cccnc2n1Cc1cccs1)Nc1cccc(Br)c1	102	0.5
C=CCc1cc(C(=O)N2CCCCC2)ccc1O	99	-1
COc1ccc(C(=O)ON=C2CCN(C)CC2)cc1	103	0.5
CCCc1nc2c(o1)NC(N)=C(C#N)C2c1ccc(OC(C)C)c(OC)c1 (stereo unspecified)	105	0.4
CCOC(=O)N1CCN(C(=O)c2sc3nc(-c4ccc(F)cc4)cn3c2C)CC1	104	2
Cc1cccc(CC(=O)Nc2ccc3nc(N4CCC(C)CC4)cc(C)c3c2)c1	107	0.7
C=CCOc1nc(F)c(Cl)c2c1Oc1cc(Br)c(Br)cc1O2	104	0.6
CCC(CO)NC(=S)Nc1cc(C(F)(F)F)cc(C(F)(F)F)c1 (stereo unspecified)	108	0.4
CCCN(CC1CC1)C(=O)c1cc(=O)c2ccccc2o1	104	0.7
CCc1ccc(NC(=O)CSc2ccc(-c3ccccn3)nn2)cc1	102	-0.6
CC(C)C(=O)OCC(=O)Nc1ccc(C#N)cc1	99	-0.4
Cc1ccc(NC(=O)C(C)OC(=O)Cc2coc3cc(C)ccc23)cc1 (stereo unspecified)	101	-0.2
O=C(O)CCCn1cc(NC(=O)c2ccco2)cn1	102	0.2
COc1ccc(NC(=O)c2sc3nc(-c4cc5cccc(OC)c5oc4=O)[nH]c(=O)c3c2C)cc1	103	-0.6
Cc1ccc(C)c(N2CCN(C(=O)Cn3c(C)c4cnn(-c5ccccc5)c(=O)c4c3C)CC2)c1	109	0.4
COc1ccc(CNCC#N)cc1OC	101	-0.4
Cc1cccc(N2C(=O)N(Cc3cc(=O)n4ccccc4n3)c3ccccc3S2(=O)=O)c1	109	0.4
CSc1cccc(NC(=O)CN(C)S(=O)(=O)c2ccc3c(c2)n(C)c(=O)c(=O)n3C)c1	104	-0.2

These rows are one share of the data (hit frequency here may not be typical).
